From PubChem
FBA Mtb inh = Mtb FBA enzyme inhibitors, primary screen, biochemical, fluorescence, strain H37Rv; Fructose-bisphosphate aldolase (Mycobacterium tuberculosis (strain ATCC 25618 / H37Rv)), …; purified M. tuberculosis FBA, fluorescence read-out; inhibition, % at 1 µM; actives 2.3% (n = 360,000); AID 588726, 2011; in the data active means inhibition above about 27%;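 further: 0% = vehicle and 100% = reference inhibitor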
Target sequence (P9WQA3 whole entry, looked up): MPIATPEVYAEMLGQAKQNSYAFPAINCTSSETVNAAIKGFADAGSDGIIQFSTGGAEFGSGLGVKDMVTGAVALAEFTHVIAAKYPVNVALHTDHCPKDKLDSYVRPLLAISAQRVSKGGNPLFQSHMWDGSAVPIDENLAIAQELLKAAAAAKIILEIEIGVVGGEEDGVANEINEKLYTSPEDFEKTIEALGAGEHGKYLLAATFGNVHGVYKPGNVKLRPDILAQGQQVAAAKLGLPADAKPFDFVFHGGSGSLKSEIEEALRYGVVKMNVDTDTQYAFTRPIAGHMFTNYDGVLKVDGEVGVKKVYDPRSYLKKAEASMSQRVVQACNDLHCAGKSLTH
BoNT-F LC inh = BoNT/F light chain protease inhibitors, primary screen, biochemical, flow cytometry, MLPCN library; inhibition, % at 10 µM; actives 0.22% (n = 360,000); Botulinum neurotoxin type F light chain protease (Clostridium botulinum); Multiplex microsphere protease cleavage assay; AID 588497, 2011; in the data active means inhibition above about 35%, passing the limit was not always enough; inconclusive means no clear call, values can overlap the other calls; further: plate controls were buffer without enzyme for full effect and enzyme alone for no effect
BoNT A protease = BoNT/A light chain protease inhibitors, primary screen, biochemical, flow cytometry, MLPCN library; inhibition, % at 10 µM; AID 588499, 2011; multiplex microsphere protease substrate cleavage; Botulinum neurotoxin type A light chain protease (Clostridium botulinum A str. ATCC 3502); actives 0.17% (n = 360,000); in the data active means inhibition above about 30%; inconclusive means no clear call, values can overlap the other calls; further: plate controls were buffer without enzyme for full effect and enzyme alone for no effect
CCHF vOTU inh = CCHFV vOTU protease inhibitors, primary screen, biochemical, Pep-AMC substrate, fluorescence. Crimean-Congo hemorrhagic fever virus L polyprotein viral ovarian tumor (vOTU) protease …. inhibition, % at 11.5 µM. actives 0.55% (n = 370,000). AID 651958, 2012; further: 0% = vehicle wells with enzyme and 100% = no enzyme wells
Mtb BioA inh = M. tuberculosis BioA enzyme inhibitors, primary screen, biochemical, plate reader, single point, HTS; inhibition, % at 9.99 µM; AID 602481, 2012; 7,8-diaminopelargonic acid synthase BioA (Mycobacterium tuberculosis); actives 0.096% (n = 360,000); purified M. tuberculosis BioA enzyme; in the data active means inhibition above about 40%; inconclusive means no clear call, values can overlap the other calls
GDH-TPI counter = GDH-TPI coupling enzyme inhibitors, primary screen, artefact control for M. tuberculosis FBA inhibitor project, biochemical, absorbance, full deck | AID 588335, 2011 | inhibition, % at 4.8 µM | actives 1.2% (n = 360,000) | GDH-TPI coupled enzyme counterscreen, NADH absorbance;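 further: 0% = DMSO wells and 100% = wells lacking the enzyme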
PrPC TRFRET = inhibitors of human cell surface prion protein PrPC, primary screen, cell-based, TR-FRET; inhibition, % at 13.8 µM; TR-FRET read-out; AID 720596, 2013; Major prion protein (Homo sapiens), P04156; actives 0.43% (n = 370,000); in the data active means inhibition above about 24%; further: 0% = median of the test wells and 100% = reference compound wells
FadD28 binding = inhibitors of FadD28 bisubstrate probe binding, primary screen, biochemical, fluorescence polarization, single point; inhibition, % at 12.5 µM; AID 588549, 2011; Mycobacterium tuberculosis FadD28 fatty-acid-AMP ligase; actives 0.22% (n = 360,000); in the data active means inhibition above about 8.5%, passing the limit was not always enough; inconclusive means no clear call, values can overlap the other calls
Mtb UGM inh = M. tuberculosis UGM enzyme inhibitors, primary screen, biochemical, fluorescence polarization, single point. UDP-galactopyranose mutase (Mycobacterium tuberculosis (strain ATCC 25618 / H37Rv)), …. purified UGM, fluorescence polarization probe displacement. inhibition, % at 10 µM. actives 0.06% (n = 320,000); in the data active means inhibition above about 10%, passing the limit was not always enough; inconclusive means no clear call, values can overlap the other calls
Target sequence (P9WIQ1 whole entry, looked up): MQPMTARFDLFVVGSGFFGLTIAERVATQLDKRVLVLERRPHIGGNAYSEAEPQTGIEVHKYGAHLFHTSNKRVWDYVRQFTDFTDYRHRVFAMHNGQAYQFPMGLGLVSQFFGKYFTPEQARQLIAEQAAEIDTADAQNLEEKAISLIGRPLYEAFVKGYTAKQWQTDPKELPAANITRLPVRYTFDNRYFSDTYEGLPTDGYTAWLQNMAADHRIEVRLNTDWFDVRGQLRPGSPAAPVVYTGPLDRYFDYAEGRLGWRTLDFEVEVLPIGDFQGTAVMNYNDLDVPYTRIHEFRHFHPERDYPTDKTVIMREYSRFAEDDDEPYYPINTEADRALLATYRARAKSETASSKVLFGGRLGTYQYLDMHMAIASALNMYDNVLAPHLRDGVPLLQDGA
Starred values were filed as active, the others as inactive; ? = inconclusive; nt = no result given. Unless noted, no stated cut-off is given here; in the data, active means inhibition above about 30%; inactive means the rest. This is a random part of the collection. About 4.8% of those tested had a hit in this group.

A first look, 4 compounds:
SMILES | FBA Mtb inh | BoNT-F LC inh | BoNT A protease | CCHF vOTU inh | Mtb BioA inh | GDH-TPI counter | PrPC TRFRET | FadD28 binding | Mtb UGM inh
Cc1ccccc1NC(=O)CC1SC(=Nc2ccc(O)cc2)NC1=O (configuration not stated) | 4 | -3 | -0.4 | -2 | -1.4 | 11 | 1 | -0.2 | 0.3
C=CCN1C=C2C(=O)C(C)(OC(=O)CCC(=O)OC)C(=O)C(Br)=C2C=C1c1ccc(OC)cc1 (configuration not stated) | 0 | -79 | 4.8 | nt | -0.1 | 0 | nt | -1.8 | 1.1
CCN1CCN(C(=S)c2ccc(O)cc2)CC1 | -3 | -7 | -0.5 | 10 | -0.5 | -5 | 0 | -3.4 | -0.7
Cc1oc(-c2ccccc2Cl)nc1CSc1nc2c(c(=O)[nH]1)CCC2 | 7 | 5 | 0.9 | -2 | 0.3 | 8 | -1 | 1.6 | -0.9

This part in full (from the top)
SMILES | FBA Mtb inh | BoNT-F LC inh | BoNT A protease | CCHF vOTU inh | Mtb BioA inh | GDH-TPI counter | PrPC TRFRET | FadD28 binding | Mtb UGM inh
Cc1ccccc1NC(=O)CC1SC(=Nc2ccc(O)cc2)NC1=O (configuration not stated) | 4 | -3 | -0.4 | -2 | -1.4 | 11 | 1 | -0.2 | 0.3
C=CCN1C=C2C(=O)C(C)(OC(=O)CCC(=O)OC)C(=O)C(Br)=C2C=C1c1ccc(OC)cc1 (configuration not stated) | 0 | -79 | 4.8 | nt | -0.1 | 0 | nt | -1.8 | 1.1
CCN1CCN(C(=S)c2ccc(O)cc2)CC1 | -3 | -7 | -0.5 | 10 | -0.5 | -5 | 0 | -3.4 | -0.7
Cc1oc(-c2ccccc2Cl)nc1CSc1nc2c(c(=O)[nH]1)CCC2 | 7 | 5 | 0.9 | -2 | 0.3 | 8 | -1 | 1.6 | -0.9
COc1ccc(CN2C[C@@H](CO)O[C@@H](n3cnc4c(N5CCN(CCO)CC5)ncnc43)C2)cc1 | -2 | 7 | -0.3 | -12 | 1.5 | 1 | -4 | -4.4 | nt
O=C(Cn1nc(-c2ccccc2)ccc1=O)NCC1COCCO1 (configuration not stated) | -2 | 7 | 4.3 | -5 | 0.0 | 5 | -3 | -3.9 | 0.3
COc1ccc(NC2CCCN(C(=O)COc3ccc(C(C)=O)cc3)C2)cc1 (configuration not stated) | 0 | -4 | 0.3 | -2 | 15 | 11 | 7 | 0.6 | nt
C/C(=N\NC(N)=S)C1=CCC2C3CC[C@H]4CC(O)CC[C@]4(C)C3CC[C@]12C (some centres not stated) | 4 | 4 | -1.9 | -19 | -0.5 | 6 | 1 | -1.2 | -1.3
CC(c1nnc(SCC(=O)N(C)C2CCS(=O)(=O)C2)n1-c1ccccc1)N(C)C (configuration not stated) | 0 | -6 | 0.2 | -7 | 1.4 | -2 | 7 | -0.6 | 0.1
Cc1nc(N2CCN(C)CC2)c2sc(=S)n(-c3ccccc3)c2n1 | 2 | -1 | 1.2 | 2 | 0.1 | 38* | 1 | -3.2 | 0.8
CCc1ccc(OCc2cccc(C(=O)N/N=C\c3cnn(C)c3C)c2)cc1 | 4 | nt | nt | 8 | -0.2 | 15 | 4 | -1.9 | nt
Nc1cccc2c1C(=O)N(c1ccccc1)C2=O | 7 | 5 | 0.4 | -24 | -3.5 | -2 | -11 | 1.2 | 1.3
CS(=O)(=O)N1CCC(CO)(Cc2ccccc2C(F)(F)F)CC1 | -1 | 0 | -1.0 | 0 | nt | -4 | -1 | -3.1 | -0.7
NNc1ncnc2scc(-c3ccc(Cl)cc3)c12 | 1 | -38 | -4.4 | -1 | -1.4 | 11 | 1 | 0.4 | -0.1
CC1(C(=O)NC23CC4CC(CC(C4)C2)C3)CC1(Cl)Cl (configuration not stated) | 1 | 6 | -0.2 | 6 | nt | -2 | -2 | -0.4 | 4.4
Cc1ccc2oc(C(=O)Nc3cc(C)on3)c(C)c2c1 | 1 | -3 | 0.0 | -5 | -2.1 | -5 | -3 | 2.2 | -1.6
CNc1cc(-n2nc(C)cc2-c2ccccc2)ncn1 | 7 | -1 | 0.7 | -1 | 1.8 | 8 | -4 | 0.8 | 0.1
CCOC(=O)[C@@H]1[C@H]2COc3ccc(Br)cc3[C@@H]2N2C(=O)N(c3ccc(Br)cc3)C(=O)[C@]12C | -2 | 3 | -0.4 | -1 | 17 | 7 | 4 | -2.5 | -1.3
COc1ccccc1NC(=S)N(Cc1ccc(Cl)cc1)CC1CCC(C(=O)O)CC1 (configuration not stated) | 1 | -8 | -0.5 | 6 | 3.3 | -7 | 10 | -0.4 | 1.5
NC(=S)C1COc2ccccc2O1 (configuration not stated) | -1 | ? | -1.9 | 4 | 1.4 | 16 | 0 | -1.4 | 0.9
NC(=O)C1CCN(C(=O)COc2ccc3c4c(c(=O)oc3c2)CCCC4)CC1 | 79* | 1 | -1.0 | -24 | 4.2 | 24 | 6 | -2.4 | 5.2
CCc1nc2c(OCc3ccc(F)cc3)cccn2c1N(C)C(=O)c1ccncc1 | -1 | -6 | -0.5 | -22 | 0.7 | 8 | 2 | -1.5 | nt
CC(CCc1ccccc1)NCC#N (configuration not stated) | 0 | 1 | -1.0 | -11 | nt | 14 | -1 | 0.3 | 4.6
CC(C)(C)NC(=O)NC(=O)COC(=O)c1cc[n+]([O-])cc1 | -2 | 3 | -0.2 | 2 | nt | -2 | 4 | -3.2 | 1.8
Cc1nn(-c2ccccc2)c(-c2ccccc2[N+](=O)[O-])c1C(=O)O | 2 | nt | nt | 3 | 1.1 | 4 | -10 | -1.0 | 4.5
COc1ccc(Cl)cc1C(=O)NNC(=S)NC(=O)c1cc(-c2ccc(Cl)cc2)nc2ccccc12 | -1 | -4 | 0.4 | 9 | -0.8 | -4 | 0 | -4.6 | -3.6
Cc1cc(Oc2cc(N)cc([N+](=O)[O-])c2)ccc1Cl | 2 | 5 | 0.7 | 9 | nt | 4 | -5 | -0.2 | 0.5
O=C(CSc1nnc(NCc2ccccc2)s1)N1CCOCC1 | 1 | 14 | 1.3 | 22 | -0.9 | 8 | 4 | -1.3 | 3.0
COc1ccc(C(=O)NNC(=O)C23CC4CC(CC(C4)C2)C3)cc1OC | -1 | -9 | -0.2 | 9 | -0.4 | 6 | 2 | -0.3 | -1.7
CC(C)(CO)CNC(=O)CCc1nnc(Cc2ccc(-c3ccccc3)cc2)o1 | 4 | 8 | 0.0 | -6 | nt | 1 | 6 | 1.5 | -0.7
O=C(NN(C(=O)c1ccccc1)c1ccccc1)c1ccccc1 | 0 | 9 | 0.9 | 4 | 0.5 | 3 | 3 | -1.4 | 1.1
N#CC1=C2SCN(Cc3ccco3)CN2C(=O)CC1c1ccc(Cl)cc1 (configuration not stated) | 4 | 2 | 2.6 | 13 | 1.5 | 1 | 4 | 0.9 | 0.8
O=c1[nH]c2cc(S(=O)(=O)CCO)ccc2o1 | 2 | 4 | 0.5 | 6 | -0.2 | -2 | 1 | -2.3 | 2.2
CCCc1[nH]n(-c2ccc([N+](=O)[O-])cc2)c(=O)c1C=NCCc1ccc(OC)c(OC)c1 | 1 | -4 | -0.3 | 10 | nt | -6 | -1 | -3.4 | 0.3
O=C(Cc1ccc(NC(=O)C2CCCN(C(=O)C3CCCCC3)C2)cc1)Nc1ccc(C(=O)N2CCOCC2)cc1 (configuration not stated) | -3 | 1 | -0.4 | 6 | 0.1 | 3 | 5 | -3.0 | nt
C[C@H](CO)N1C[C@H](C)[C@@H](CN(C)S(C)(=O)=O)Oc2c(NC(=O)Cc3ccccc3)cccc2C1=O | 5 | -11 | -0.5 | 19 | -1.8 | 14 | 2 | 0.3 | 2.1
COC(=O)c1cccc(NC(=O)/C=C/c2cccc([N+](=O)[O-])c2)c1 | -3 | 9 | ? | -8 | nt | 13 | -4 | 0.4 | -0.1
NC(=O)c1ccccc1Nc1nc(NCCO)nc(N2CCCC2)n1 | 17 | -8 | 0.3 | -1 | -0.3 | 11 | 3 | 0.0 | 1.1
COc1cccc(CC2(CO)CCN(S(=O)(=O)N(C)C)CC2)c1 | 2 | -1 | 0.5 | -15 | nt | 8 | -1 | 0.4 | -1.9
CCCc1ccc(-c2c(C)sc(N)c2C#N)cc1 | -1 | 14 | 1.4 | 9 | 1.2 | 1 | 2 | -1.8 | -6.2
CC(C)=NOc1nc(N2CCOCC2)nc(N2CCOCC2)n1 | 0 | -8 | -0.1 | -13 | 5.3 | 2 | 1 | -0.4 | 1.4
Cc1cc(NC(=O)C(C)SCC(=O)OCc2c(Cl)cccc2Cl)no1 (configuration not stated) | 1 | 1 | 2.9 | 8 | -0.8 | -2 | -1 | -1.5 | 5.3
COc1cccc(C(=O)Nc2cccc(OCC(=O)O)c2)c1 | -1 | -15 | -0.9 | nt | 0.2 | 3 | nt | -0.6 | -0.9
O=C(CCN1CCN(C(c2ccccc2)c2ccccc2)CC1)N/N=C/c1ccc(O)cc1O | 1 | -11 | 0.1 | 9 | nt | 19 | 20 | -2.8 | -0.7
O=c1cc(-c2cccnc2)oc2c1ccc1ccccc12 | 45* | -19 | -4.1 | -21 | 12 | 0 | 11 | -3.9 | 2.0
CN(Cc1ccccc1C#N)S(=O)(=O)c1cccs1 | 5 | -4 | -2.1 | 8 | 0.4 | -2 | -4 | -2.8 | -2.0
Cc1c(N(C(=O)Nc2ccccc2)C2=NCC(C)S2)c(=O)n(-c2ccccc2)n1C (configuration not stated) | -1 | -18 | -1.1 | 16 | 1.4 | -3 | -2 | -1.6 | 1.9
O=C1Nc2ccccc2C1Cc1nc2ccccc2c(=O)n1-c1ccccc1 (configuration not stated) | 2 | -15 | -3.1 | -11 | nt | 1 | -4 | -1.5 | -0.4
Cc1cccc(NC(=O)c2ccccc2OCC(=O)N2CCOCC2)c1C | 0 | -28 | -3.8 | -3 | 0.6 | 5 | -2 | -0.6 | 3.1
Cc1ccc(S(=O)(=O)N2CCC(=O)N(C(COCc3cccc(Cl)c3)C(C)C)CC2)cc1 (configuration not stated) | -1 | -3 | -0.1 | 5 | -0.2 | 3 | 0 | -1.0 | -2.5
CCn1cc(S(=O)(=O)Nc2ccc(C)c(Cl)c2)cn1 | 1 | 1 | -1.6 | -8 | -0.9 | -3 | 4 | -2.8 | 2.1
Cc1cc(-c2nc3ccccc3o2)c2ccccc2n1 | 34* | ? | ? | 0 | -1.0 | 23 | -9 | -3.1 | 1.3
CCN(CCCNC(=O)CNC(=O)Cn1cnc2ccccc2c1=O)c1ccccc1 | 0 | 1 | 0.2 | 4 | -1.4 | -3 | -3 | 0.7 | -0.4
O=C(CC12CC3CC(CC(C3)C1)C2)N1CCOCC1 | -1 | ? | -0.8 | 1 | -0.7 | -9 | 2 | -3.9 | -0.5
CCCC1=C(C(=O)OCC)C(c2cccs2)C(C#N)=C(N)O1 (configuration not stated) | 5 | -1 | 0.1 | 6 | nt | 6 | -5 | 0.8 | -0.9
COc1cccc(NC(=O)CCCCCN2C(=O)[C@@H]3Cc4ccccc4CN3C2=O)c1 | -2 | -3 | 2.0 | 9 | nt | 8 | 7 | 1.2 | -2.1
COc1ccc(Cl)cc1NC(=S)Nc1cccc(C)c1 | -1 | -4 | 0.0 | -3 | 13 | 6 | 2 | -2.2 | 2.4
